proCasp3 act = activates human procaspase-3; 330,000 tested, 0.11% active; recombinant procaspase-3 D3A, Ac-DEVD-pNA absorbance 405 nm; activation, % at 8.5 µM;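 active means activation above the mean of all tested compounds plus 3 SD, cut at about 21% in these data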;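 further: 0% = DMSO alone and 100% = DMSO wells spiked with extra 5 µM PC-3 D3A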
Target sequence (P42574 whole entry D9A/D28A/D175A): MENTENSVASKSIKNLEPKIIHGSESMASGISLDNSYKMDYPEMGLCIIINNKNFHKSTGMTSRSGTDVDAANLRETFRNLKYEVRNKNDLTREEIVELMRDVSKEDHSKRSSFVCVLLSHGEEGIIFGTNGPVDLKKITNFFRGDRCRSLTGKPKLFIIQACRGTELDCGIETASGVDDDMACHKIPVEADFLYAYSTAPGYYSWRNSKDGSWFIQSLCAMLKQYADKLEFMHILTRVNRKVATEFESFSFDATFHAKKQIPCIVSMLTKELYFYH
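Assay system: Procaspase-3 D3A mutant, all three cleavage aspartates alanine. Buffer or medium: Zinc-free HEPES saline buffer with Triton X-100. Times: 1 h compound preincubation, 2 h substrate hydrolysis at 25 °C. Measured by: 405 nm absorbance of p-nitroaniline, reads at 0 and 120 min. Read-out basis: percent activation relative to control range. Replicates: singlicate.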
CIT2 TOR yeast = modulators of TOR pathway CIT2-GFP in S. cerevisiae | S. cerevisiae CIT2-GFP strain, flow cytometry, 3 h; 100 means same as DMSO wells | 320,000 tested, 0.065% active | GFP response vs DMSO, % at 10 µM;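 active means GFP response relative to DMSO above a set limit, near the screen mean plus 3 SD, cut at about 150% in these data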;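 further: ratio of well median GFP fluorescence to mean of DMSO wells on the plate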
procasp7 counter = counter-screen for procaspase-3 activators: activators of human procaspase-7; recombinant procaspase-7, Ac-DEVD-pNA absorbance 405 nm; D23A/D198A/D206A triple mutant, cannot self-cleave; scale: DMSO 0, 5 µM enzyme 100; activation, % at 8.5 µM; 330,000 tested, 0.093% active; AID 463210;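 active means percent activation above the screen-wide mean plus 3 SD, cut at about 25% in these data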
Target sequence (P55210 whole entry D23A/D198A/D206A): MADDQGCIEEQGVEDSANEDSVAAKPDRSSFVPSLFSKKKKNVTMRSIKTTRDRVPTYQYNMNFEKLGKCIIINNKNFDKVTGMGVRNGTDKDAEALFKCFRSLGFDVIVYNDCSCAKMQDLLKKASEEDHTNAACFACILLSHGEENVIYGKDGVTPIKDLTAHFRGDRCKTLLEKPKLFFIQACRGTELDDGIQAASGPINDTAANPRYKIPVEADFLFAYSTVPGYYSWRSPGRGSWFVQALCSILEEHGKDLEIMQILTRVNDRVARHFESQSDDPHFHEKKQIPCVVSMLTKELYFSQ
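System: Procaspase-7 triple mutant (PC-7 D3A); measure: % activation from two-timepoint absorbance difference, scaled to controls; times: 1 h compound preincubation, 2 h substrate cleavage, 25 °C; also added: Ac-DEVD-pNA substrate, 400 µM as added; measured by: Epi-absorbance of released pNA at 405 nm, two timepoints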
RPL19A TOR yeast = yeast TOR pathway RPL19A-GFP modulation. 330,000 tested, 0.3% active. S. cerevisiae RPL19A-GFP strain, flow cytometry, 3 h; stronger effect = lower value. percent response vs DMSO, % at 10 µM;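 active means percent response vs DMSO below 50%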;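 further: median channel GFP fluorescence of the barcoded RPL19A-GFP strain; ratio of sample median GFP to plate DMSO average so 100% = DMSO; lower means less RPL19A-GFP as with rapamycin TOR inhibition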
AGP1-GFP MLPCN = modulators of TOR pathway AGP1-GFP in S. cerevisiae; S. cerevisiae AGP1-GFP multiplex flow cytometry, 3 h; GFP as percent of DMSO wells; GFP response vs DMSO, % at 10 µM; 320,000 tested, 0.02% active; AID 2066;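 active means GFP response relative to DMSO above a set limit, near screen average plus 3 SD, cut at about 150% in these data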;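 further: median GFP channel fluorescence of the gated AGP1 strain per well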
LAP4 TOR yeast = modulators of TOR pathway LAP4-GFP in S. cerevisiae; GFP response vs DMSO, % at 10 µM; S. cerevisiae LAP4-GFP multiplex, flow cytometry GFP, 3 h; median GFP as percent of DMSO wells; 320,000 tested, 0.34% active;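 active means GFP response vs DMSO above a set limit, about the screen mean plus 3 SD, cut at about 150% in these data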
AHR act = activates the human aryl hydrocarbon receptor; P35869; AHR-responsive luciferase reporter cells, luminescence; activation, % at 5 µM; 320,000 tested, 2.5% active; in the data active means activation above about 47%;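 further: 0% = vehicle wells and 100% = reference agonist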
MEP2-GFP yeast = modulators of TOR pathway MEP2-GFP in S. cerevisiae | S. cerevisiae MEP2-GFP strain, flow cytometry GFP, 3 h; 100% = DMSO control level | GFP response vs DMSO, % at 10 µM | 330,000 tested, 0.51% active | AID 2016;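 active means GFP response versus DMSO above a set limit, roughly screen mean plus 3 SD, cut at about 180% in these data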;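 further: median GFP fluorescence of the barcode-gated MEP2-GFP cells per well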
* = called active by the depositor; x = no result given. The list is partial. The share of hits here may be higher or lower than overall.

SMILES	proCasp3 act	CIT2 TOR yeast	procasp7 counter	RPL19A TOR yeast	AGP1-GFP MLPCN	LAP4 TOR yeast	AHR act	MEP2-GFP yeast
O=c1cccc2n1C[C@@H]1C[C@@H]2CN(CC(O)c2ccc([N+](=O)[O-])cc2)C1 (stereo not given in full)	x	98.5	x	106.3	99.7	97.1	x	111.2
COc1ccc(OC)c(-n2c(O)c(C=Nc3c(C)n(C)n(-c4ccccc4)c3=O)c(=O)[nH]c2=S)c1	-4.6	94.8	-4.4	98.0	103.4	110.2	1.8	96.5
C(=NC12CN3CN(CN(C3)C1)C2)c1cccnc1	0.3	96.7	4.2	91.2	95.2	92.2	2.1	95.6
CC(C)c1ccccc1NC1=NCCCS1	3.6	92.0	2.4	86.5	86.3	87.9	0.5	86.1
O=C(O)CCCc1ccc(N(CCCl)CCCl)cc1	-6.3	82.1	-7.4	101.3	84.7	132.6	-3.6	99.2
CC(=O)N1CC(=O)Nc2ccc(Br)cc2C1c1ccc(F)cc1 (stereo not given)	1.2	90.3	0.6	95.8	89.6	111.1	6.6	109.4
Cc1ccc(-c2nc3ccccc3c(=O)n2-c2cccc(C)n2)cc1	44.4*	97.6	9.1	98.6	103.0	104.0	4.0	101.1
Clc1ccc2[nH]c3c(c2c1)CCNC3	3.1	105.7	0.7	105.8	109.5	95.3	21.2	105.9
C=CCn1c(O)c(C(CC)=NC2CC2)c(=O)[nH]c1=O	-1.0	104.2	15.9	101.0	107.1	96.3	-0.1	104.2
CCC(=O)N1CC(=O)Nc2ccc(F)cc2C1c1ccccc1 (stereo not given)	11.9	105.1	-4.0	109.5	109.6	115.0	-0.3	114.8
CCn1c(=N)n(Cc2ccccc2F)c2ccccc21	5.2	93.5	-6.4	98.1	94.6	85.7	-1.8	94.5
CCOc1ccccc1CNCCc1ccc2c(c1)OCO2	-4.0	101.5	-0.1	92.7	122.2	108.8	3.0	129.8
CC1CN=C(NCc2ccncc2)S1 (stereo not given)	-1.7	111.8	2.9	104.8	107.2	117.1	-1.0	107.8
C[C@H]1[C@@H](c2ccccc2)O[C@@H](c2ccccc2Br)N1C	4.7	73.0	3.4	98.2	79.8	122.3	-0.3	94.2
ClC(Cl)(Cl)c1ccccc1	4.9	92.2	13.5	98.1	105.4	102.0	-2.0	98.2
O=[N+]([O-])c1ccc(N2CCCCCC2)c2nonc12	-7.0	97.4	-7.0	99.9	92.9	94.7	-3.0	104.4
c1cc(C2N3CCCN2CC3)ccn1 (stereo not given)	-7.7	94.9	6.4	99.3	97.2	84.2	1.9	94.2
COc1ccc(C2SCC(=O)Nc3c2c(C)nn3C2CCOC(C)(C)C2)cc1OC (stereo not given)	0.2	94.3	3.1	99.5	97.3	91.3	1.8	98.1
O=C(O)c1sc2cc(Cl)ccc2c1Cl	6.1	97.3	2.1	96.9	88.0	109.1	2.3	103.6
O=C1CC(c2ccccc2)CC(O)=C1C=NCCN1CCN(C(=O)Cc2ccccc2)CC1 (stereo not given)	-3.6	96.9	-1.2	99.7	102.3	100.8	-1.1	103.1
OC(CN1CCCCC1)c1c[nH]c2ccccc12 (stereo not given)	6.5	98.6	0.1	101.0	100.6	106.8	14.5	99.8
Cc1ccc(C2C(=O)NC(=O)NC2=O)cc1	1.0	97.0	-8.6	102.0	100.9	101.7	-1.8	105.9
O=c1[nH]c(=S)n(CCC2=CCCCC2)c(O)c1/C=N/Nc1ccccc1	-7.5	113.0	-5.2	113.0	99.6	99.7	3.0	108.4
O=C1/C(=C/c2cc([N+](=O)[O-])ccc2Cl)N2CCC1CC2	-5.4	100.0	3.9	98.2	95.0	114.5	1.8	111.7

Whole records, quoted from the list. Screens in order: proCasp3 act	CIT2 TOR yeast	procasp7 counter	RPL19A TOR yeast	AGP1-GFP MLPCN	LAP4 TOR yeast	AHR act	MEP2-GFP yeast
`O=C(O)c1sc2cc(Cl)ccc2c1Cl` is entered as 6.1	97.3	2.1	96.9	88.0	109.1	2.3	103.6
`COc1ccc(C2SCC(=O)Nc3c2c(C)nn3C2CCOC(C)(C)C2)cc1OC` (stereo not given) is entered as 0.2	94.3	3.1	99.5	97.3	91.3	1.8	98.1

The list continues.
SMILES	proCasp3 act	CIT2 TOR yeast	procasp7 counter	RPL19A TOR yeast	AGP1-GFP MLPCN	LAP4 TOR yeast	AHR act	MEP2-GFP yeast
COc1ccc(C(CC(=O)N2CCC3(CC2)OCCO3)NS(=O)(=O)c2ccc(F)cc2)cc1 (stereo not given)	7.8	102.7	-5.6	106.5	117.4	113.7	1.8	108.9
CC(=O)Nc1ccccc1OP1(=O)COc2ccccc2OC1	0.8	105.6	3.5	104.4	104.0	100.8	1.4	101.2
CC(C)c1oc(=O)cc2c1[C@@H](O)[C@H]1OC(=O)[C@@]3(C)C[C@@H](O)[C@@H](O)[C@@]2(C)C13 (stereo not given in full)	13.5	117.7	4.1	105.5	90.9	107.4	4.4	99.8
O=C(c1cccc2ccccc12)C1CCCN(C2CCC2)C1 (stereo not given)	10.6	106.3	0.3	98.6	104.5	116.7	8.0	113.8
COc1ccc(NC2=NCCCS2)cc1OC	2.4	99.7	1.1	95.1	95.6	91.0	1.7	97.6
CCN(CC)C(=O)c1ccc(NC(=O)c2ccc(-n3cncn3)c([N+](=O)[O-])c2)cc1	-5.8	84.0	-5.1	88.3	78.2	81.4	11.7	85.1
CCCCn1c(O)c(C=NC2CC3CCC2(C)C3(C)C)c(=O)[nH]c1=O (stereo not given)	2.3	105.4	3.4	106.5	112.5	95.1	14.9	99.5
CN1C(C(=O)N2CCC3(CC2)OCCO3)=CC(c2ccc(F)cc2)=NS1(=O)=O	7.7	108.4	0.6	102.7	105.2	102.4	-0.1	109.8
COc1ccc(-n2c(-c3ccc(C)cc3)nc3ccccc3c2=O)cc1	4.6	92.4	-8.2	99.8	93.4	112.9	0.1	90.7
CCCCn1c(O)c(C(C)=NC(C)c2ccccc2)c(=O)[nH]c1=O (stereo not given)	-0.5	116.3	12.2	119.3	116.2	124.7	-3.7	123.2
O=P(NC(c1ccccc1)c1ccccc1)(Oc1ccccc1)Oc1ccccc1	-2.5	111.0	0.7	105.8	105.5	97.7	-2.3	111.2
CC1(C)C2([N+](=O)[O-])CN3CC1([N+](=O)[O-])CN(C2)C3c1cccnc1 (stereo not given)	-2.4	100.1	-0.3	98.0	102.3	98.9	-2.4	97.6
CC1(C)OC1COc1c2occc2cc2ccc(=O)oc12 (stereo not given)	-2.2	104.0	10.9	106.7	96.3	139.6	19.1	102.9
COc1ccc(OCC(=O)N2CCN(Cc3nc4cc([N+](=O)[O-])ccc4n3C)CC2)cc1	5.0	102.4	10.3	103.7	104.5	95.0	3.5	105.5
Cc1cccc(OC(=O)N2CCOCC2)c1	1.1	95.1	-5.3	99.6	88.7	88.2	-1.3	99.0
O=C(Nc1ccccc1F)OC1CN2CCC1CC2 (stereo not given)	10.8	94.2	-1.8	104.3	106.6	109.8	-0.8	105.3
OC(CNC1CCCCCCC1)c1ccccc1 (stereo not given)	6.0	94.0	-5.7	114.6	110.7	103.7	-3.0	104.3
CN(C)C(=O)Oc1ccc(OCc2nc3ccccc3[nH]2)cc1	7.1	97.1	-4.8	101.4	102.1	94.7	-0.7	99.3
O=C1NC(=O)C2(Cc3ccccc3N3CCCC32)C(=O)N1 (stereo not given)	-1.2	86.5	-4.8	89.1	87.0	83.9	-2.0	90.8
C=C(COC(=O)CCC(=O)O)CC1CC(O)[C@]2(C)OC3CC4OC5C[C@]6(C)O[C@]7(C)CCC8OC9C[C@]%10(C)OC%11C(C)=CC(=O)OC%11CC%10OC9C[C@@H](C)C8OC7CC6O[C@]5(C)C/C=C\C4OC3CC2O1 (stereo not given in full)	3.5	83.6	7.6	91.6	92.4	116.0	-0.7	94.1
C[C@H](NC(=O)N1C[C@H]2C[C@@H](C1)c1cccc(=O)n1C2)C(=O)Nc1ccccc1F	1.9	101.5	-8.3	97.6	100.1	102.7	-1.1	92.2
O=C1N(c2cccc(Cl)c2)C(c2cccnc2)N2CCCN12 (stereo not given)	12.1	109.0	2.6	102.5	109.8	106.4	4.3	101.7
COC(=O)C1=C(c2ccc(S(C)(=O)=O)cc2)C[C@@H]2CC[C@H]1N2C(=O)NCc1cccc2ccccc12	-5.2	87.8	1.0	103.0	94.4	112.2	0.4	93.7
CN1CCN(c2ccc(Cl)cc2N)CC1	7.4	98.2	0.3	99.0	99.4	87.8	0.6	90.9
CCCCCn1c(=O)c(C(=O)NCc2ccncc2)c(O)c2ccccc21	5.3	75.8	11.2	85.4	80.6	89.3	30.1	86.6
NC(=O)c1ccsc1NC(=O)COC(=O)Cc1ccccc1	2.2	102.5	-7.7	99.5	109.0	115.8	-0.2	118.1
C=CCn1c(O)c(/C=C2/C=CC=N2)c(=O)[nH]c1=O	-0.8	103.0	-3.3	99.9	97.2	94.4	3.9	106.1
FC(F)(F)Oc1ccc(NC2=NCCCS2)cc1	1.8	103.2	9.7	110.0	102.7	101.7	3.0	109.6
COc1ccc(-n2c(/C=C/c3ccc4c(c3)OCO4)nc3ccccc3c2=O)cc1	0.9	96.4	0.9	107.8	100.0	101.3	39.5	107.2
O=C(c1ccc(F)c([N+](=O)[O-])c1)N1CC2CC(C1)c1cccc(=O)n1C2 (stereo not given)	-11.9	124.3	1.5	100.2	96.9	88.5	2.0	105.6
Cn1cc(CCC(=O)N2CCC3(CC2)OCCO3)c2ccccc21	3.5	99.7	7.2	95.1	102.2	107.8	-0.4	98.4
O=S(=O)(c1ccccc1)N1CCN2CCCC2C1 (stereo not given)	10.0	102.7	4.0	100.5	101.5	99.0	-1.9	106.3
CN(C)C1=NP(N(C)C)(N(C)C)=NC(c2ccccc2)=N1	-7.8	96.3	5.0	100.6	99.8	95.0	17.2	96.3
CCOc1ccc(NC(=O)C2C3c4ccccc4C(c4ccccc43)C2C(=O)O)cc1 (stereo not given)	1.4	95.5	4.4	93.4	96.9	103.2	2.3	95.3
O=C1Nc2ccccc2C(c2ccccc2)=NC1O (stereo not given)	-6.0	104.2	-5.1	100.9	102.2	101.8	1.2	103.0
COC(=O)C1=C(c2cccc(OC)c2OC)C[C@@H]2CC[C@H]1N2C(=O)N1CCCC1	6.7	95.4	2.4	100.8	99.6	93.1	0.6	100.6
O=C(NC1CN2CCC1CC2)c1ccc(-c2ccc([N+](=O)[O-])cc2)o1 (stereo not given)	12.3	103.6	-1.6	102.7	102.7	96.5	3.5	97.8
COC(=O)C1=C(c2ccc(Cl)c(C(F)(F)F)c2)C[C@@H]2CC[C@H]1N2C(=O)NCCCOC(C)C	12.9	99.8	-10.4	93.6	94.2	97.8	0.6	98.5

Random excerpt: 5 compounds from above, in no set order.
SMILES	proCasp3 act	CIT2 TOR yeast	procasp7 counter	RPL19A TOR yeast	AGP1-GFP MLPCN	LAP4 TOR yeast	AHR act	MEP2-GFP yeast
O=C(NC1CN2CCC1CC2)c1ccc(-c2ccc([N+](=O)[O-])cc2)o1 (stereo not given)	12.3	103.6	-1.6	102.7	102.7	96.5	3.5	97.8
COc1ccc(-n2c(/C=C/c3ccc4c(c3)OCO4)nc3ccccc3c2=O)cc1	0.9	96.4	0.9	107.8	100.0	101.3	39.5	107.2
O=S(=O)(c1ccccc1)N1CCN2CCCC2C1 (stereo not given)	10.0	102.7	4.0	100.5	101.5	99.0	-1.9	106.3
FC(F)(F)Oc1ccc(NC2=NCCCS2)cc1	1.8	103.2	9.7	110.0	102.7	101.7	3.0	109.6
O=C(c1ccc(F)c([N+](=O)[O-])c1)N1CC2CC(C1)c1cccc(=O)n1C2 (stereo not given)	-11.9	124.3	1.5	100.2	96.9	88.5	2.0	105.6

Compound activity: PubChem BioAssay, several laboratories
